# Bioassay records as filed in PubChem BioAssay.
# PG9 binder – PG9 antibody binding by small molecule | 360,000 compounds, 0.43% hits | TR-FRET gp120-PG9 antibody binding | inhibition, % at 6.7 µM; in the data active = inhibition above about 8.5%
# mABHD4 FP – inhibitors of mouse ABHD4 | Q8VD66 | purified mABHD4, FP-Rh probe fluorescence polarization | inhibition, % at 8.92 µM | 370,000 compounds, 0.54% hits | AID 720543;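 active = inhibition exceeding the mean over every tested compound plus 3 SD, cut at about 30% in these data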;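 note: 0% = plate median of compound wells and 100% = S159A mutant with DMSO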
# Target sequence (Q8VD66 whole entry, looked up): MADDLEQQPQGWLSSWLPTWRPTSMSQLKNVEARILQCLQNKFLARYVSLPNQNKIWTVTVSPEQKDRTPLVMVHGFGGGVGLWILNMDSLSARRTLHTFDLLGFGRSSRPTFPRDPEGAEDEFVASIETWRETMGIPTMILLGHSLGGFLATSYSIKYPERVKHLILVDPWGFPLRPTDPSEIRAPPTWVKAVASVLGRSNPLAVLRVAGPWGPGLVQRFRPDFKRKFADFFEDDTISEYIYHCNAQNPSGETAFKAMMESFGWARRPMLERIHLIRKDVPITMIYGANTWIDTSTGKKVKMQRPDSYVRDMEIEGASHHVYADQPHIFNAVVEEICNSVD
#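 Doses – 8.92 µM, single dose · Material – wild-type mouse ABHD4 protein · Replication – single well per compound (singlicate) · Measure – percent inhibition of probe binding, normalized to plate controls · Schedule – 45 min compound pre-incubation plus 60 min probe step, 25 °C · Detection – fluorescence polarization with parallel and perpendicular emission, 525/598 nm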
# NR1D1 modulator – Rev-erb alpha (human) modulation | P20393 | Rev-erbα–FITC-DNA binding, fluorescence polarization, 90 min | activity, % at 10 µM | 370,000 compounds, 0.79% hits;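 active = activity above about 14%, limit read from the data; passing the limit was not always enough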;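 note: 0% = DMSO wells with 35 nM protein and 100% = DMSO wells with 750 nM protein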
# NPR1 activator – GC-A (human) enzyme activation; HEK293 GC-A cells, cGMP TR-FRET, EC30 ANP; 0% at EC30 ANP, 100% saturating ANP; 370,000 compounds, 0.14% hits; activation, % at 10 µM; P16066; in the data active = activation above about 40%
# GC-B act – GC-B (human) receptor activation; 370,000 compounds, 0.11% hits; P20594; HEK293-GC-B cells, CNP EC30, cGMP TR-FRET; 0% at EC30 CNP, 100% saturating CNP; activation, % at 10 µM;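 active = activation at 10 µM reaching about 35% in either raw or pattern-adjusted values, limit read from the data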
# ARFGAP1 inh – rat ARFGAP1 inhibition. Q62848. Arfgap1-stimulated ARF1 GTP hydrolysis, GDP FP detection. inhibition, % at 16.5 µM. 360,000 compounds, 0.26% hits. AID 651572;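 active = inhibition above a per-plate limit, mean inhibition of low control wells plus 3 SD, cut at about 25% in these data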;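 note: 0% = DMSO wells with enzyme and 100% = wells lacking Arfgap1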
# Target sequence (Q62848 1-136 limits assumed): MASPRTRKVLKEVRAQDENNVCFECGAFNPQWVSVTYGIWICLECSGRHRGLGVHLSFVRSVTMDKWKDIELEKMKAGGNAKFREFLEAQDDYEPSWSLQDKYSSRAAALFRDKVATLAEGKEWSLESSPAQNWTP
#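 system = rat Arfgap1 catalytic domain, aa 1-136 | technique = FP, GDP Alexa 633 tracer displaced from anti-GDP antibody, 620/688 nm | compound = one concentration, 16.5 µM, DMSO 1.26% | medium = HEPES-based buffer, pH 7.5 | timing = compound-enzyme preincubation 20 min, reaction 120 min, detection 60 min, 25 °C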
# SMARCA2 activ – SMARCA2 function activation, primary screen | MG213 cells, MMTV-luciferase reporter, dexamethasone, overnight | 370,000 compounds, 1% hits | activation, % at 9.1 µM | AID 652017; in the data active = activation above about 7.8%;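 note: 0% = vehicle wells and 100% = reference activator wells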
# ASAP1 inh – ASAP1 ArfGAP inhibition; ASAP1-stimulated ARF1 GTP hydrolysis, GDP FP detection; inhibition, % at 16.5 µM; 360,000 compounds, 0.19% hits; AID 624377; in the data active = inhibition above about 25%;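 note: 0% = vehicle with enzyme and substrate and 100% = no enzyme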
# Target sequence (Q9ULH1 325-724 limits assumed): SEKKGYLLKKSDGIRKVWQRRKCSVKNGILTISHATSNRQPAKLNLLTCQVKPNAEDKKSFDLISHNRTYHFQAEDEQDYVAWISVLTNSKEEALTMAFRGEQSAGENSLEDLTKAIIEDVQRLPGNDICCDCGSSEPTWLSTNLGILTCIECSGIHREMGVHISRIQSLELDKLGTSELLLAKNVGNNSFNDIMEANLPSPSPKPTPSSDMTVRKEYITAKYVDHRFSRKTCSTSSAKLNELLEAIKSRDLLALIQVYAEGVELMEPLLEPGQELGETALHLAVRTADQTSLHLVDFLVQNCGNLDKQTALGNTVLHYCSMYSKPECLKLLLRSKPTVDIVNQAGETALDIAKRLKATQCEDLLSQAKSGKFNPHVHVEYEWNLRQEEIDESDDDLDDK
# rCAG binder – r(CAG) repeat RNA binding; inhibition, % at 3 µM; 370,000 compounds, 1.3% hits; AID 651821; TO-PRO-1 dye displacement fluorescence;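 active = inhibition above the plate cutoff, the mean of all test compounds on that plate plus 3 SD, cut at about 35% in these data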;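 note: 0% = DMSO alone and 100% = 100 µM mitoxantrone as full dye displacement; higher means more dye released from RNA so lower well fluorescence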
# HTRA1 inhibitor – blocks human HTRA1 serine peptidase; recombinant HTRA1, FP-rhodamine activity-based probe, fluorescence polarization; Q92743; 340,000 compounds, 0.5% hits; inhibition, % at 5.96 µM; AID 504803; in the data active = inhibition above about 36%;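 note: 0% = enzyme with DMSO and 100% = wells lacking enzyme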
# An asterisk follows results filed as active; . = not tested or not shown.
SMILES,PG9 binder,mABHD4 FP,NR1D1 modulator,NPR1 activator,GC-B act,ARFGAP1 inh,SMARCA2 activ,ASAP1 inh,rCAG binder,HTRA1 inhibitor
Cc1cc(C)n(CC(O)COc2ccc(C(C)C)c(C)c2)n1 (stereo unspecified),1.0,0,-2,0,-3,-3,0,-5,-8,-5
Cc1csc2ncc(C(=O)Nc3ccon3)c(=O)n12,-1.0,2,-4,0,1,15,1,-9,-2,1
O=C(CSCc1ccc(Cl)cc1)Nc1ccc(S(=O)(=O)N2CCCCCC2)cc1,1.4,-33,1,0,2,6,-3,7,0,-66
COc1ccc(NC(C)=O)cc1NC(=O)CN1CCN(S(=O)(=O)c2ccc(C(C)C)cc2)CC1,1.8,8,-7,-3,-6,-4,1,16,-3,-3
CC(=O)Nc1ccc(S(=O)(=O)NCCC(=O)OCC(=O)NNC(=O)c2ccccc2)cc1,-0.5,5,-4,0,0,1,-2,-4,6,1
CCN1CC(C)C(O)(c2ccccc2)CC1C (stereo unspecified),-0.5,1,-7,-9,-5,16,1,5,1,4
CC1(C)CC(O)C(C)(C)N1O (stereo unspecified),0.2,2,2,3,6,-3,2,0,0,4
COC(/C=C/Nc1ccc(OC)cc1)=C(C#N)C#N,1.6,-11,7,0,-8,7,3,12,-4,7
Nc1ccc(C(=O)NN2C(=O)[C@H](Cl)C2c2ccc(Cl)cc2)cc1 (stereo partly specified),-0.1,-3,8,12,-3,6,8.3*,-6,9,-11
C/C(=N/NC(=O)C1CCCC1)c1ccc(NC(=O)C(F)(F)F)cc1,-1.2,6,-1,0,-2,17,1,3,-4,2
CCc1ccc2cc3c(cc2n1)C(=O)c1ccccc1-3,1.4,7,6,6,2,-5,8.6*,0,8,.
CCCCNC(=O)C1C(c2ccccc2)=Nc2ccccc2N1C(=O)c1ccc(C)cc1 (stereo unspecified),-1.1,-14,2,-4,1,3,1,-21,1,.
COC(=O)C1=C(C(=O)OC)[C@@H]2N(Cc3ccccc3)c3ccccc3[C@@]23C[C@@H](CO)N(C(=O)NC2CCCC2)C3=N1,0.9,-6,2,-11,-12,-7,-1,20,-1,-8
CC(C)(C)NC(=S)N/N=C/c1cc(Br)c(O)c(Br)c1,-2.2,18,-8,14,19,3,3,0,16,14
COCCCNC(=O)C[C@H]1C[C@H](C(=O)N2CCCCC2)[C@@]2(CCc3ccccc3)c3[nH]c4ccc(Cl)cc4c3CCN2C1=O,0.6,0,8,-9,-15,3,-2,0,1,2

# SMARCA2 activ, what is marked active above.
Molecule	PG9 binder	NR1D1 modulator	NPR1 activator	GC-B act	ARFGAP1 inh	SMARCA2 activ	ASAP1 inh	HTRA1 inhibitor
Nc1ccc(C(=O)NN2C(=O)[C@H](Cl)C2c2ccc(Cl)cc2)cc1 (stereo partly specified)	-0.1	8	12	-3	6	8.3*	-6	-11
CCc1ccc2cc3c(cc2n1)C(=O)c1ccccc1-3	1.4	6	6	2	-5	8.6*	0	.

# Going on with the list:
SMILES,PG9 binder,mABHD4 FP,NR1D1 modulator,NPR1 activator,GC-B act,ARFGAP1 inh,SMARCA2 activ,ASAP1 inh,rCAG binder,HTRA1 inhibitor
O=C(NCC(=O)N(c1ccccc1)C(C(=O)NC1CCCC1)c1ccncc1)c1cccs1 (stereo unspecified),-2.6,6,8,-3,2,0,-2,0,-2,4
CC(=O)c1nn(-c2ccc(Br)cc2)cc1C(=O)c1ccco1,0.6,-3,-2,4,2,-4,-1,4,-1,4
Cc1c(CCC(=O)NCCCN2CCCC2=O)c(=O)oc2c(C)c(O)ccc12,3.9,1,-2,8,4,8,0,7,-1,7
Cc1ccc(S(=O)(=O)N(CC(=O)NN=C2CCN(C)CC2)c2ccc(F)cc2)cc1,-0.8,2,1,2,0,-12,-3,0,4,.
CCCn1nc(C(=O)NNC(=O)CSC(C)C(=O)Nc2cc(C)on2)c2ccccc2c1=O (stereo unspecified),-0.2,-14,-2,-3,-5,9,2,6,-1,0
O=C(Nc1ccc(C(=O)N2CCCCC2)cc1)C1CCC1,-0.6,4,-3,3,-4,14,-4,4,1,-1
CCN(C(=O)C(C)Cl)c1ccccc1 (stereo unspecified),0.2,0,4,1,-3,4,0,0,0,8
Cc1nc(N2CCN(S(=O)(=O)c3ccccc3)CC2)c2cc(-c3ccccc3)sc2n1,-0.2,-5,44*,1,-7,-6,-5,-2,8,-2
O=C(CN(C(=O)c1csnn1)c1ccc(Cl)cc1)NCCc1ccccc1,0.6,-2,-4,2,-2,-4,0,1,-6,5
Clc1ccc(-c2nnc3sc(Cc4cccs4)nn23)c(Cl)c1,-4.2,-4,-6,6,-1,3,1,6,-2,-7
Cc1ccc(C(=O)N2c3ccccc3OCC2C)cc1 (stereo unspecified),-0.5,-4,4,2,3,3,2,1,-8,4
CCCc1[nH][nH]c(=O)c1C(c1ccccc1)C(C#N)C#N (stereo unspecified),0.2,2,3,4,5,-10,-3,-1,2,0
C=CCn1c(C)cc(/C([O-])=C(/C(=S)Nc2ccc(OC(F)F)cc2)[n+]2ccc(N(C)C)cc2)c1C,-0.3,3,-9,1,-8,1,1,9,5,2
CCOC(=O)C1CCN(Cc2c(F)cccc2Cl)CC1,-1.8,7,0,2,-3,4,2,-3,-6,-5
CCOc1ccc(N2CC(C(=O)Nc3ccc4c(c3)OCO4)CC2=O)cc1 (stereo unspecified),0.3,0,3,-3,-2,7,3,-13,-5,-3

# Single records, from the list above:
# Record of O=C(CN(C(=O)c1csnn1)c1ccc(Cl)cc1)NCCc1ccccc1 : PG9 binder = 0.6; mABHD4 FP = -2; NR1D1 modulator = -4; NPR1 activator = 2; GC-B act = -2; ARFGAP1 inh = -4; SMARCA2 activ = 0; ASAP1 inh = 1; rCAG binder = -6; HTRA1 inhibitor = 5
# Record of Cc1c(CCC(=O)NCCCN2CCCC2=O)c(=O)oc2c(C)c(O)ccc12 : PG9 binder = 3.9; mABHD4 FP = 1; NR1D1 modulator = -2; NPR1 activator = 8; GC-B act = 4; ARFGAP1 inh = 8; SMARCA2 activ = 0; ASAP1 inh = 7; rCAG binder = -1; HTRA1 inhibitor = 7

# (next part)
SMILES,PG9 binder,mABHD4 FP,NR1D1 modulator,NPR1 activator,GC-B act,ARFGAP1 inh,SMARCA2 activ,ASAP1 inh,rCAG binder,HTRA1 inhibitor
CCCS(=O)(=O)N1CCn2c(nc3ccccc32)C1,-1.4,0,3,2,-6,0,2,5,1,-5
CCCCNC(=O)N(O)C1N(/N=C/c2ccccc2O)C(=S)SC1(C)C (stereo unspecified),1.0,-7,3,-3,1,-6,-1,-8,8,-4
CCCCOC(=O)Nc1cc(OC)c(Cl)cc1OC,1.9,3,-2,-1,-5,8,0,-10,-2,-3
CN1C(=O)NC(c2ccccc2[N+](=O)[O-])C2=C1CCCC2=O (stereo unspecified),-0.2,89*,6,-1,-2,1,2,8,-27,77*
NC(=O)CC1C(=O)N(c2ccccc2)C(=S)N1NC(=O)c1ccc(Br)cc1 (stereo unspecified),-0.5,-2,6,4,-1,-1,7,-9,3,5
Cc1ccc(CNC(=O)Nc2cccc(C)c2)cc1,-1.7,-5,0,0,8,14,1,-7,0,-20
COc1cccc(NC(=O)CSc2nnc(-c3cc(C)[nH]n3)n2N)c1,-2.5,3,10,2,0,0,-2,2,0,2
CC(C)(C)OC(=O)C[C@@H]1C/C=C\C[C@H](CC(=O)N[C@@H](CO)Cc2ccccc2)C(=O)N[C@H](Cc2ccccc2)COC1=O,1.6,1,-3,0,1,3,0,-5,-8,-5
Cn1c(-c2ccc3c(c2)OCO3)cnc1NCc1ccccc1Cl,0.8,9,-1,1,0,-11,0,0,2,4
CC(=O)Nc1ccccc1OCc1nnc(-c2ccc(Cl)cc2)o1,-1.4,0,-3,-1,-9,7,1,-3,-1,-4
COC(=O)C1=C(C)N=C2SCCC(=O)N2C1c1cccs1 (stereo unspecified),-0.5,1,-2,3,-1,-6,1,-6,3,-1
CCOc1ccc(C(=O)NC(=S)Nc2ccccc2OC)cc1[N+](=O)[O-],0.2,-3,-2,-4,4,0,-3,-8,8,-2
COc1cc2c(cc1NC(=O)Nc1ccc(C)cc1)oc1ccccc12,-0.1,1,6,-4,-5,10,-2,6,22,-10
CC(Sc1ccc(Cl)cc1)C(=O)N(C)CC(=O)Nc1ccc(N2CCOCC2)cc1 (stereo unspecified),-4.1,2,1,-2,1,9,3,-6,-3,-1
Cc1ccc(C(=O)C(C)OC(=O)Cn2[nH]c(=O)c3ccccc3c2=O)cc1 (stereo unspecified),-0.1,-4,7,-1,11,0,1,6,0,2
COc1ccc(OCC(=O)Nc2ccc(NC(=O)c3ccco3)cc2)cc1,-0.9,4,-7,-5,-1,-11,4,5,-4,-8
COc1ccc2c(CC(=O)Nc3c(C)n(C)n(-c4ccccc4)c3=O)coc2c1,-0.9,0,.,.,.,2,-1,-17,4,1
COc1cc(N=C2C(=O)N3c4c(cccc42)C(C)=CC3(C)C)cc(OC)c1,-9.2,21,-5,-8,-1,-10,2,-1,4,5
OCc1ccccc1OCCCN1CCC(Cc2ccccc2)CC1,-1.9,8,2,-5,0,0,-1,-9,-5,1
Fc1ccc(C2NCCn3cccc32)cc1 (stereo unspecified),-1.9,4,0,1,0,1,-2,10,2,4
CCNC(=O)c1cc2c(c(-c3cccc(-c4cccc(C(=O)N(C)C)c4)c3)n1)[C@H](CCO)N(S(=O)C(C)(C)C)C2 (stereo partly specified),0.8,3,7,-1,2,3,5,-2,9,.
Cc1ccccc1OCC(=O)Nc1ccccc1CO,-1.1,-4,-5,-1,-4,-12,3,3,-2,1
O=C1C[C@H](c2ccc(O)cc2)Oc2cc(O[C@@H]3O[C@H](CO)[C@@H](O)[C@H](O)[C@H]3O)cc(O[C@@H]3O[C@H](CO)[C@@H](O)[C@H](O)[C@H]3O)c21,-1.2,3,6,1,2,6,1,9,8,-1
CC(C)CC1C(=O)N(Cc2cn(CCC3OCCO3)nn2)CCS(=O)(=O)N1Cc1ccc(-c2ccncc2)cc1 (stereo unspecified),-2.9,-6,8,-5,-2,3,5,-14,1,-5
CCCCOc1ccc(S(=O)(=O)Nc2cccnc2)cc1,-1.8,-9,-2,3,1,-1,-5,-6,-1,3
Cc1sc2c(c1C)c(=O)nc1scc(CC(=O)O)n12,-1.5,-2,-3,1,0,0,-1,10,0,12
CN(C)c1ccc(C(=O)Nc2ccc(S(=O)(=O)Nc3nccs3)cc2)cc1,26*,-20,5,0,-2,-3,4,-7,35*,-2
CC1(C(=O)Nc2ccc3nc[nH]c3c2)CCN1C(=O)C/C=C/c1ccccc1 (stereo unspecified),0.0,5,-9,-3,-3,-2,-3,2,5,.
COc1cc(CCN2C(=O)c3cccc4cccc(c34)C2=O)c(S(=O)(=O)NCCCO)cc1OC,-2.3,-9,-4,1,-2,4,5,-1,27,-13
COc1cc(/C=C2\CCC(C3CCCC3)C2=O)ccc1OC(C)C (stereo unspecified),0.9,3,4,5,-1,6,0,0,-1,10
CCOC(=O)C1CCCN(C/C=C/c2ccccc2)C1 (stereo unspecified),0.5,3,-1,-2,-2,19,-1,0,-8,-1
O=C(NNC(=O)c1cccc2ccccc12)c1ccc(Cl)cc1Cl,1.1,-7,-6,-4,-1,0,3,-3,1,-11
O=C(Nc1cccc(C(=O)O)c1)Nc1ccc2c(c1)OCO2,-3.2,4,-3,2,-3,7,3,1,3,5
